# Screening data from PubChem BioAssay.
# FLuc modulator: qHTS profiling assay for firefly luciferase inhibitor/activator using purifed enzyme and Km concentrations of substrates (counterscreen for miR-21 project). Luciferin 4-monooxygenase (Photinus pyralis), P08659. purified FLuc, Km substrates, luminescence inhibition. Potency, µM (highest dose often 57.5 µM), without a hit: at the highest dose activity change, negative = inhibition, usual class: inhibitors. 6.9% of 360,000 active. AID 588342, 2011;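 also: plate controls were vehicle for no effect and reference inhibitor for full effect; nearly all actives have a fitted effect of over 55% in size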
# Target sequence (P08659 whole entry, looked up): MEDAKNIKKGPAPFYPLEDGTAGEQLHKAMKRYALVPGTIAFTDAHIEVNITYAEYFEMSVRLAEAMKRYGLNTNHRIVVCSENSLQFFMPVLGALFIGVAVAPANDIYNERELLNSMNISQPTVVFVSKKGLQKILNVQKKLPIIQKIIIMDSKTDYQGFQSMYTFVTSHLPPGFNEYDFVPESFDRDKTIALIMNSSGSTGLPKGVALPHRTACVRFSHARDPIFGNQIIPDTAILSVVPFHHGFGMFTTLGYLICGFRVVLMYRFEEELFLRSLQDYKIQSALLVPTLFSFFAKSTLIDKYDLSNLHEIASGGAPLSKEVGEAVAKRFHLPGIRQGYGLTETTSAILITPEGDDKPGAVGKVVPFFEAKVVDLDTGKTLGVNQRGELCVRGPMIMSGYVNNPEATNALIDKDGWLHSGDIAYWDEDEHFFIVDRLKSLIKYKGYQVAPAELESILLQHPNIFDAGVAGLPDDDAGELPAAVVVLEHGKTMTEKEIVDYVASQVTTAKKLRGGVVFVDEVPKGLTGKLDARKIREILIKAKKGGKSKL
#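 Purified P. pyralis luciferase, 10 nM final, with Km-level 10 uM D-luciferin and 10 uM ATP in 50 mM Tris acetate pH 7.5, 10 mM Mg acetate, 0.01% Tween-20, 0.05% BSA; 6-point qHTS titration about 60 µM downward; luminescence read.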
# CXXC DNA block: qHTS Fluorescence Polarization Assay for Inhibitors of MLL CXXC domain - DNA interaction; 0.037% of 290,000 active; MLL-CXXC / FITC-HOXA9 DNA fluorescence polarization; Potency, µM (series often up to 115 µM), for inactives: at the highest dose activity change, negative = inhibition, actives largely listed as inhibitors; Histone-lysine N-methyltransferase 2A (Homo sapiens), Q03164; active = well fitted inhibition curve with a large enough effect in the polarisation, with a control signal flat, not every such curve was filed as active; inconclusive = small, poorly fitted or top-dose-only effect, or effect the other way, or a change in a side signal; inactive = no such curve, though single readings can be large or run the other way; the % refers to the polarisation
#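 Purified MLL-CXXC (added from a 7 uM solution) was preincubated 5 min at ambient with pinned compounds in 50 mM Tris-HCl pH 7.5, 50 mM NaCl, 1 mM DTT, 0.05% BSA. Fluorescein-labeled HOX-A9 DNA (50 nM solution) followed, 30 min, then polarization read.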
# p53 reactivator: qHTS assay for re-activators of p53 using a Luc reporter | 0.063% of 320,000 active | H1299 p53-A138V BP100-luciferase reporter, luminescence, 24 h | AID 504706, 2011 | Potency, µM (doses to about 92.2 µM), inactives show at the highest dose activity change, positive = activation, actives largely listed as activators; also: % of control where 0% means no effect; nearly all actives have a fitted effect of over 45% in size
#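 p53-null H1299 cells stably carrying temperature-sensitive p53-A138V and a BP100-luciferase reporter were pinned with compounds (4-point, 1:5 series) and held 24 hrs at 37 deg C. Luminescence was read 10 min after detection reagent.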
# uPA surface inh: qHTS for Inhibitors of Cell Surface uPA Generation. cell surface uPA generation assay, qHTS. Potency, µM (series often up to 38.3 µM), for the others: top-dose activity change, negative = inhibition, most hits filed as inhibitors. 0.31% of 330,000 active. AID 540303, 2011; active = well fitted inhibition curve with a large enough effect; inconclusive = small, poorly fitted or top-dose-only effect; inactive = no such curve, though single readings can be large or run the other way; tested in mouse RAW 264.7 cells; also: % is scaled to controls: 0 for no effect and ±100 for the full control effect; nearly all actives have a fitted effect of over 55% in size
# BRCA1 expr up: qHTS Assay to Identify Small Molecule Activators of BRCA1 Expression; MCF7-BRCA1-FFLuc reporter, luminescence, 48 h; response scale: scaled: vehicle 0%, 10 µM genistein 100%; Potency, µM (doses to about 46.1 µM), without a hit: top-dose activation, most hits filed as activators; 1.1% of 380,000 active; AID 624202, 2012; also: nearly all actives have a fitted effect of over 80% in size; some results filed as inactive show a strong effect at the top dose
#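 First, MCF7-BRCA1-FFLuc cells (2000/well) attach for 2 h; next, compounds are pin-added and incubated 48 h at 37 °C; finally, luciferase reagent is added and luminescence read after 15 min.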
# Gal4-VP16 FLuc: VP16 counterscreen qHTS for inhibitors of ROR gamma transcriptional activity. AID 2546, 2010. 3.5% of 310,000 active. Potency, µM (series often up to 53.6 µM), for inactives: at the highest dose activity, negative = inhibition, usual class: inhibitors. Drosophila S2 Gal4-VP16 UAS-luciferase, luminescence, 20 h;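 also: Gal4-VP16 expression switched on by copper sulfate through the metallothionein promoter; % is scaled to controls: 0 for no effect and ±100 for the full control effect; nearly all actives have a fitted effect of over 50% in size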
# NPC1 prom act: qHTS Assay for NPC1 Promoter Activators; Huh7 NPC1 promoter luciferase reporter, 24 h; Potency, µM (titrated, usually from 9.22 µM), for the others: at the highest dose activation, most hits filed as activators; 2.4% of 320,000 active;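 also: % of control where 0% means no effect; nearly all actives have a fitted effect of over 60% in size; reporter is driven by a mutant NPC1 promoter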
#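 Luminescence from an NPC1 promoter-driven luciferase reporter in stably transfected Huh7 cells was measured after 24 h compound treatment at 37 °C, followed by 10 min ambient incubation with luciferase detection reagent.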
# RORg inh: qHTS for inhibitors of ROR gamma transcriptional activity; 5.4% of 310,000 active; Drosophila S2 Gal4-RORgamma UAS-luciferase reporter, 20 h; Potency, µM (doses to about 53.6 µM), inactives show top-dose activity change, negative = inhibition, usual class: inhibitors; also: % is scaled to controls: 0 for no effect and ±100 for the full control effect; nearly all actives have a fitted effect of over 60% in size
#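 Schneider cells (Drosophila), stable Gal4 DBD–ROR gamma + UAS-luc; 1 hr cmpd preincubation; Cu2+ induction 700 uM final; 20 hr ambient; luminescence.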
# ELG1 genotox: qHTS screen for small molecules that induce genotoxicity in human embryonic kidney (HEK293T) cells expressing luciferase-tagged ELG1; HEK293T ELG1-luciferase reporter, luminescence, 16 h; Potency, µM (doses to about 46 µM), inactives show at the top dose activity change, positive = activation, hits mostly activators; 1.3% of 330,000 active; AID 504466, 2011; also: % of control where 0% means no effect; nearly all actives have a fitted effect of over 60% in size
#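 16 hr compound incubation (37 °C, 5% CO2) of HEK293T cells carrying luciferase-tagged ELG1; luciferase then measured by ONE-Glo luminescence after 30 min at RT.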
# MBNL1 CUG block: qHTS Assay for Inhibitors of MBNL1-poly(CUG) RNA binding; TR-FRET MBNL1-His/biotin-(CUG)12 binding, 665/545 ratio; AID 2675, 2010; 0.036% of 280,000 active; Potency, µM (series often up to 57.5 µM), without a hit: at the highest dose activity change, negative = inhibition, usual class: inhibitors; active = well fitted inhibition curve with a large enough effect in the signal ratio, with a control signal flat, not every such curve was filed as active; inconclusive = small, poorly fitted or top-dose-only effect, or effect the other way, or a change in a side signal; inactive = no such curve, though single readings can be large or run the other way; the % refers to the signal ratio; also: % is scaled to controls: 0 for no effect and ±100 for the full control effect
# Target sequence (Q9NR56 whole entry, looked up): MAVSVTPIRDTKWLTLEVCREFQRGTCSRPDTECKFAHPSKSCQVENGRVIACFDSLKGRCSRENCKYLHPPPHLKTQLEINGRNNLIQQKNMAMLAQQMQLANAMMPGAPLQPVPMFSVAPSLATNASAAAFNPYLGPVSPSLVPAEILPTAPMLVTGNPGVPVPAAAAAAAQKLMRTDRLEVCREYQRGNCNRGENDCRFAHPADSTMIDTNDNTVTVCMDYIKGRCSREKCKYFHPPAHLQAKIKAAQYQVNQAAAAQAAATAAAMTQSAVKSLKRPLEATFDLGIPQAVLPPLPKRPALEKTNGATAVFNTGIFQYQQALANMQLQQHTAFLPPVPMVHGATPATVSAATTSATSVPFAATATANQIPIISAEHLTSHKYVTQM
#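 TR-FRET readout: Ex 340 nm, 665/545 nm emission ratio, normalized to buffer-only (basal) and MBNL1-(CUG)12 controls. Complex of MBNL1-His with Biotin-(CUG)12, compounds 92 nM–58 uM, incubated 60 min at room temperature.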
# Rab9 promoter act: qHTS Assay for Rab9 Promoter Activators. 2.8% of 320,000 active. Potency, µM (titrated, usually from 9.22 µM), for the others: at the top dose activation, negative = inhibition, most hits filed as activators. Huh7 Rab9 promoter-luciferase reporter, luminescence, 24 h; also: % of control where 0% means no effect; nearly all actives have a fitted effect of over 60% in size
#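 Steps: seed 1500 Huh7 Rab9-luc cells per well, rest 2 h at 37 °C; add compound in DMSO; incubate 24 h; add luciferase reagent, 10 min ambient; read luminescence.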
# * = called active by the depositor; ? = inconclusive; / = no result given; & = joins results of further samples; [ ] = another dose, or the depositor's remark. Unless noted, calls follow the shape of the dose curve; as a rule, active = well fitted curve in the direction sought with a large enough effect; inconclusive = small, poorly fitted or top-dose-only effect, or another doubt; inactive = no such curve, though single readings can be large; an effect the other way counts as inactive or inconclusive. Potency is read from the fitted curve at half-maximal effect. A portion of the library (hit frequency here may not be typical).
Compound | Gal4-VP16 FLuc | CXXC DNA block | NPC1 prom act | MBNL1 CUG block | BRCA1 expr up | Rab9 promoter act | ELG1 genotox | uPA surface inh | RORg inh | p53 reactivator | FLuc modulator
Cc1ccc(C(=O)C2CCN(CC(=O)Nc3ccc4c(c3)OCCO4)CC2)cc1 | 1% | -4% | -2% | 9% | 4% | -5% | 3% | / | -16%[10 µM] | 6% | -10%
Cc1cc(C)nc(Nc2ncn[nH]2)n1 | 18% | -1% | 0% | -8% | / | -1% | -1% | / | 22% | -4% | -2%
C/C(CC(=O)Nc1ccccn1)=N\NC(=O)c1ccc2ccccc2c1 | 9% | 7% | -1% | / | 1% | -1% | 4% | 17% | 17%[10 µM] | 23% | ?
COc1ccccc1Nc1nc(N)nc(CN(C)C2CCCCC2)n1 | 5% | 2% | 1% | 6% | -1% | 1% | 0% | 1% | 8% | 1% | 1%
CCc1c(C(C)S(=O)(=O)c2ccccc2)[nH]c(=O)n1CC (stereo not drawn) | -2% | -1% | -2% | 1% | 15% | -1% | 1% | 0% | -21% | 3% | -8%
O=C(COc1ccc(F)cc1)Nc1c(C(=O)N2CCC(N3CCCCC3)CC2)oc2ccccc12 | 4% | 17% | -7% | -2% | -1% | -10% | -13% | -15% | 6% | 5% | 0%
CCS(=O)(=O)N1Cc2ccccc2CC1C(=O)Nc1cc(S(C)(=O)=O)ccc1Cl (stereo not drawn) | 1% | 7% | -1% | -8% | 0% | -7% | -2% | -2% | 30% | -3% | -1%
COC(C[C@H](O)CC(=O)COCc1ccccc1)OC | 0% | -7% | -3% | -1% | -14% | -2% | 4% | -2% | -1% | 3% | -3%
CCn1cc(C(=O)N2CCN(c3ccc([N+](=O)[O-])cc3)CC2)c(=O)c2ccc(C)nc21 | -4% | 17% | -4% | ? | -16% | 1% | -12% | -3% | 24% | 1% | 1%
CN(C)CCCN(C(=O)c1ccc(S(=O)(=O)N2CCCCCC2)cc1)c1nc2ccc(F)cc2s1 | -17% | 2% | 7% | -5% | 14% | 10% | 24% | -5% | 0% | 9% | 6%
Fc1ccccc1C1c2[nH]c3ccccc3c2CCN1Cc1cccn1-c1ncccn1 (stereo not drawn) | -12% | 14% | 0% | -5% | -32% | -2% | -9% | 0% | ? | 3% | 0%
Cc1ccc(NC(=O)CC(C)S(=O)(=O)c2ccc3c(c2)NC(=O)CO3)cc1C (stereo not drawn) | 4% | 74%[activator] | 0% | 1% | 0% | 0% | -2%[9.26 µM] | 1% | 25% | 1% | 3%&-3%
O=[N+]([O-])c1ccc(N2CCNCC2)cc1NCc1cccnc1 | -10% | 1% | 2% | / | -40% | -4% | -3% | 4% | 14% | -8% | 2%
O=C(NCCN1CCOCC1)c1ccc(Cl)c(S(=O)(=O)N2CCCCCC2)c1 | -1% | 1% | 1% | -3% | -24% | -29% | -14% | 1% | 10% | 5% | -3%
Clc1ccccc1-c1ccc(/C=N/n2cnnc2)o1 | 4% | -2% | -3% | ? | 19% | -1% | -1% | -3% | -11% | -6% | ?
Cc1ccc(S(=O)(=O)NC2(C(F)(F)F)NC(=O)N(CCc3ccccc3)C2=O)cc1 (stereo not drawn) | -9% | -10% | 0% | -1% | -1%&-8% | 1% | 5% | 2% | -3% | 0% | 6%&-18%
COC(=O)[C@@]12CCCN1[C@H](c1ccc(-c3ccc(C(C)=O)cc3)c(OC)c1)[C@H]1C(=O)N(C)C(=O)[C@H]12 | / | / | -1% | / | -12% | -4% | 3% | -2% | / | -3% | 0%
CCN(CC)CCNC(=O)c1cn(CC)c2cc(N3CCN(C(=O)c4ccco4)CC3)c(F)cc2c1=O | -5% | -7% | 0% | -6% | -1% | ? | 6% | -15% | -1% | 0% | 5%
COC1C(C)=C(C)C(=O)N1Cc1ccc(F)cc1 (stereo not drawn) | -3% | 4% | 2% | 5% | 2% | 3% | 1% | 2% | -15% | / | 10%
CCn1c(C(O)c2ccc3c(c2)OCO3)nc2ccccc21 (stereo not drawn) | 7% | -2% | -1% | -5% | 0% | -2% | -6% | -1% | -13% | 2% | -12%
CC(C)CN(C(=O)COc1ccc(-c2nnco2)cc1)C1CCS(=O)(=O)C1 (stereo not drawn) | 1% | 0% | -5% | 4% | 1% | -3% | 0% | 5% | -5% | 9% | -15%
Cc1csc(NC(=O)CSc2nnc(-c3cccs3)n2C)n1 | 1% | -12% | 2% | -4% | 5% | 8% | 3% | / | 20% | ? | 2%
Cc1ccc(-c2csc3nc(SCC(=O)Nc4ccc(Cl)c(C(=O)O)c4)[nH]c(=O)c23)cc1 | 8% | 28% | -1% | 2% | 18% | -3% | 1% | -3% | 3% | 2% | ?
NNC(=O)c1cc2nc(-c3cccs3)cc(C(F)(F)F)n2n1 | 3% | 3% | -1% | ? | -21% | -8% | 0% | 4% | 1% | -5% | -1%
CNC(=S)NCCc1c[nH]c2ccc(OC)cc12 | -3%[10 µM] | 0% | -2% | -5% | -7% | -9% | -2% | -3% | -4% | -2% | -4%
COC(=O)[C@@H]1CCCN1C(=O)CCc1nnc(CCc2c[nH]c3ccccc23)o1 | 0% | -4% | 12% | -4% | 0% | 13% | 8% | 1% | -1% | 6% | 17µM*
Cc1cc(C(=O)N2CCN(S(=O)(=O)c3ccc(F)c(Cl)c3)CC2)c(C)o1 | / | / | -3% | / | 4% | -2% | -1% | ? | / | 4% | 5%
Cc1ccc(C(=O)NC2(O)C(=O)c3ccccc3C2=O)cc1C | -6% | ? | -3% | ? | 0% | -2% | -2% | 0% | 14% | 14% | 2.4µM*
COc1ccccc1P(=O)(c1ccccc1)c1ccccc1NC(C)=O (stereo not drawn) | -1% | -1% | -1% | -2% | 3% | -1% | 3% | 17% | -5% | -2% | 4%
Cc1cccc(N=C2C(=O)Nc3c(Cl)cccc32)c1 | -4% | 4% | 16% | 1% | 34% | 27% | 12% | ? | -25% | -5% | -16%
COc1ccc(Cc2nnc(NC(=O)c3ccc(C)cc3)s2)cc1OC | 1% | 9% | -4% | 1% | 2% | 0% | -7% | 1% | -37% | / | 0%
CC1CNc2c(cccc2S(=O)(=O)N[C@@H](CCCN=C(N)N)C(=O)N2CC[C@@H](C)C[C@@H]2C(=O)O)C1 (stereo partly drawn) | -15% | -11% | -2% | -3% | / | 2% | / | / | -17% | / | -2%
CC1CCCC(NC(=S)Nc2cccc(S(=O)(=O)N(C)C)c2)C1C (stereo not drawn) | ? | 0% | -3% | -5% | -6% | -9% | -9% | -8% | 13µM* | -1% | 3%

# Structures listed so far with a Cl atom, in the order listed:
Compound | Gal4-VP16 FLuc | CXXC DNA block | NPC1 prom act | MBNL1 CUG block | BRCA1 expr up | Rab9 promoter act | ELG1 genotox | uPA surface inh | RORg inh | p53 reactivator | FLuc modulator
CCS(=O)(=O)N1Cc2ccccc2CC1C(=O)Nc1cc(S(C)(=O)=O)ccc1Cl (stereo not drawn) | 1% | 7% | -1% | -8% | 0% | -7% | -2% | -2% | 30% | -3% | -1%
O=C(NCCN1CCOCC1)c1ccc(Cl)c(S(=O)(=O)N2CCCCCC2)c1 | -1% | 1% | 1% | -3% | -24% | -29% | -14% | 1% | 10% | 5% | -3%
Clc1ccccc1-c1ccc(/C=N/n2cnnc2)o1 | 4% | -2% | -3% | ? | 19% | -1% | -1% | -3% | -11% | -6% | ?
Cc1ccc(-c2csc3nc(SCC(=O)Nc4ccc(Cl)c(C(=O)O)c4)[nH]c(=O)c23)cc1 | 8% | 28% | -1% | 2% | 18% | -3% | 1% | -3% | 3% | 2% | ?
Cc1cc(C(=O)N2CCN(S(=O)(=O)c3ccc(F)c(Cl)c3)CC2)c(C)o1 | / | / | -3% | / | 4% | -2% | -1% | ? | / | 4% | 5%
Cc1cccc(N=C2C(=O)Nc3c(Cl)cccc32)c1 | -4% | 4% | 16% | 1% | 34% | 27% | 12% | ? | -25% | -5% | -16%
